FH mod: Identification of activators of human fumarate hydratase by quantitative high-throughput screening; FH coupled MDH/diaphorase resazurin fluorescence, 15 min; actives 0.22% (n = 54,000); AID 1347055, 2019; Fumarate hydratase, mitochondrial (Homo sapiens), P07954; Potency, µM (highest dose often 79.9 µM), for inactives: at the highest dose activity change, negative = inhibition, usual class: inhibitors; further: potency means the concentration at half of the fitted maximal effect; on the % scale 0 is the no-effect control and ±100 the full control effect; the screen sought activators but most active calls are inhibition curves; nearly all actives have a fitted effect of over 45% in size
Target sequence (P07954 whole entry, looked up): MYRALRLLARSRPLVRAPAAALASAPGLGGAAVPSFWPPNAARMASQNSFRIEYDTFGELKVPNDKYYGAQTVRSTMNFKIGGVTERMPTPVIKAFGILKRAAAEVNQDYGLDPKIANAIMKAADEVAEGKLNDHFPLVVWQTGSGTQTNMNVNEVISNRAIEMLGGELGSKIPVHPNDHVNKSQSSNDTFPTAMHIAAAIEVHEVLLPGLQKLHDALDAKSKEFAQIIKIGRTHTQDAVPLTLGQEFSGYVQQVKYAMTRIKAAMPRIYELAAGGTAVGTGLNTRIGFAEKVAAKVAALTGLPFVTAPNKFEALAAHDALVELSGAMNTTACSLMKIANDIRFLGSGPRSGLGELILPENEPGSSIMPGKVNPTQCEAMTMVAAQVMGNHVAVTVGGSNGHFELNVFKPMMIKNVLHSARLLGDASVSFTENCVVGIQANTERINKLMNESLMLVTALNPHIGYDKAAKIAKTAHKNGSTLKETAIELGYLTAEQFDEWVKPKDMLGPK
p53null 32C tox: selectivity test: cytotoxicity in p53 null cells, permissive temperature; H1299-neo p53 null cells, ATP luminescence, 24 h, 32C; Potency, µM (top dose mostly 46.1 µM), inactives show at the top dose activity change, negative = cytotoxicity, hits mostly cytotoxic; actives 0.62% (n = 55,000);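 further: potency means the concentration at half of the fitted maximal effect; 0% = DMSO only and -100% = full killing by 100 µM tamoxifen; nearly all actives have a fitted effect of over 55% in size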
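Luminescent ATP readout gave cell viability of p53-null H1299-neo cells after a 24 h compound exposure at the permissive 32C. Titrations ran up to 46 uM, and AC50s were fitted with the standard Hill equation.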
B2AR arrestin ag: beta-arrestin recruitment by human beta2-adrenergic receptor ligands; P07550; HTLA Tango cells, beta-arrestin recruitment, luciferase luminescence, 18 h; Potency, µM (titrated, usually from 46.1 µM), inactives show at the top dose activation, most hits filed as activators; 44,000 tested, under 10 active;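 further: potency means the concentration at half of the fitted maximal effect; 0% = DMSO and full agonism = EC100 isoproterenol or metaproterenol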
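Tango cells expressing recombinant beta2-AR and beta-arrestin were treated with compounds (up to 46 microM titration) in DMEM with 1% FBS for 18 hr at 37 degrees C. Beta-arrestin recruitment drove tTA-dependent luciferase, read by luminescence; curves were fitted and classed.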
GALK inhibitor: GALK (human) enzyme inhibition. P51570. recombinant GALK, Kinase-Glo ATP luminescence, 1 h. Potency, µM (series often up to 57.5 µM), inactives show at the top dose activity, negative = inhibition, hits mostly inhibitors. 44,000 tested, under 10 active;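 further: plate controls were full GALK reaction for no effect and reaction lacking GALK for full effect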
Target sequence (P51570 whole entry, looked up): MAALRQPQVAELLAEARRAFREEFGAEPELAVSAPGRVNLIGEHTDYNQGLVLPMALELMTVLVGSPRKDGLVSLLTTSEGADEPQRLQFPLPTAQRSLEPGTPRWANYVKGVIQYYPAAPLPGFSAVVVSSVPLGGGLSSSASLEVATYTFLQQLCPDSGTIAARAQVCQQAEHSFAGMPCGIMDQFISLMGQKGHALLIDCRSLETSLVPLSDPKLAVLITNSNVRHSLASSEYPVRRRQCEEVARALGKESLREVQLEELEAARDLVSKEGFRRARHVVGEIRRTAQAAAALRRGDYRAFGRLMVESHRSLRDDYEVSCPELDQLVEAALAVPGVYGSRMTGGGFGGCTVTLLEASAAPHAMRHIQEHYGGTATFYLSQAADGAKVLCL
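Luminescent ATP-depletion readout (Kinase-Glo Plus) after 1 h room-temperature incubation of human GALK (5 nM) with galactose 100 µM and ATP 35 µM, pH 8.0 HEPES/Mg2+ buffer; compounds tested in qHTS format.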
NTMT1 inhibitor: NTMT1 methyltransferase inhibition. Q9BV86. NTMT1 MTase-Glo SAH luminescence, purified enzyme. Potency, µM (top dose mostly 114 µM), without a hit: top-dose activity change, negative = inhibition, usual class: inhibitors. actives 2.5% (n = 59,000). AID 1645870;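 further: potency means the concentration at half of the fitted maximal effect; plate controls were DMSO vehicle for no effect and no enzyme for full effect; nearly all actives have a fitted effect of over 65% in size; many of its hits are not listed in these tables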
p53null 39C kill: selectivity test: cytotoxicity in p53 null cells, nonpermissive temperature. H1299 p53-null (neo) cells, 39C, ATPlite viability, 24 h. actives 0.97% (n = 55,000). Potency, µM (doses to about 46.1 µM), for the others: at the highest dose activity, negative = cell killing, hits mostly cytotoxic;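 further: potency means the concentration at half of the fitted maximal effect; 0% = DMSO only and -100% = full killing by 100 µM tamoxifen; nearly all actives have a fitted effect of over 50% in size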
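Temperature-shift cytotoxicity format: compound titrations on p53-null or A138V-expressing H1299 cells held 24 hr at 39C, cell ATP then measured, AC50 from Hill model.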
PTAP-TSG101 blk: blocks PTAP binding to human TSG101, validation; Fluorescence polarization, FITC-PTAP peptide/Tsg101, 20 min; 44,000 tested, under 10 active; Q99816; Potency, µM (highest dose often 115 µM), inactives show at the top dose activity change, negative = inhibition, actives largely listed as inhibitors; further: potency means the concentration at half of the fitted maximal effect; 0% is about no effect
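Fluorescence polarization binding of Tsg101 binding domain (10 uM final) to FITC-labeled PTAP-motif peptide (50 nM final) in HEPES pH 7.5/NaCl/Tween 20/EDTA/TCEP buffer; 20 min at r.t. Actives by curve class, <25 µM, efficacy <60% inhibition.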
Numbers without * were called inactive; ? = inconclusive; . = no result given; [ ] = another dose, or the depositor's remark. The call rests on the fitted dose curve; in most records, active means well fitted curve in the direction sought with a large enough effect; inconclusive means small, poorly fitted or top-dose-only effect, or another doubt; inactive means no such curve, though single readings can be large; an effect the other way counts as inactive or inconclusive. An excerpt; the hit share may differ from the screen's.

cpd	Compound	FH mod	p53null 32C tox	B2AR arrestin ag	GALK inhibitor	NTMT1 inhibitor	p53null 39C kill	PTAP-TSG101 blk
1	COCC(=O)n1nc(-c2ccco2)nc1NCc1ccccc1Cl	4%	-14%	1%	2%	-2%	-12%	-6%
2	COc1ccc(NC(=O)C2=C(C)Nc3ncnn3C2c2cccn2C)cc1 (stereo unspecified)	-3%	3%	0%	-2%	-1%	?	-5%
3	Cc1cc(C)cc(NC(=O)CSc2nc3c([nH]c4ccccc43)c(=O)n2-c2ccc(F)cc2)c1	1%	?	0%	2%	0%	24%	2%
4	CCOc1ccc(S(=O)(=O)Nc2ccc(-c3ccc(OC)nn3)cc2)cc1	-29%	1%	0%	-2%	-3%	5%	-1%
5	CC1CCN(S(=O)(=O)c2nnc(NC(=O)c3cccc(Br)c3)s2)CC1	-7%	7%	0%	3%	34%[activator]	6%	2%
6	Cn1c(=O)c2nc(SCC(=O)Nc3ccc(OC(F)(F)F)cc3)n(C)c2n(C)c1=O	1%	-8%	-2%	-6%	0%	-21%	0%
7	CCCc1nnc(NC(=O)c2cc(=O)c3cc(C)c(C)cc3o2)s1	-23%	-9%	0%	9%	3%	?	-3%
8	COc1ccc(NC(=O)C(=O)NCc2ccco2)cc1	13%	-5%	-2%	0%	-4%	-4%	2%

Complete entries, quoted from the list.
`CCCc1nnc(NC(=O)c2cc(=O)c3cc(C)c(C)cc3o2)s1` as listed: FH mod: -23%; p53null 32C tox: -9%; B2AR arrestin ag: 0%; GALK inhibitor: 9%; NTMT1 inhibitor: 3%; p53null 39C kill: ?; PTAP-TSG101 blk: -3%
`COc1ccc(NC(=O)C(=O)NCc2ccco2)cc1` as listed: FH mod: 13%; p53null 32C tox: -5%; B2AR arrestin ag: -2%; GALK inhibitor: 0%; NTMT1 inhibitor: -4%; p53null 39C kill: -4%; PTAP-TSG101 blk: 2%

Additional entries follow.
cpd	Compound	FH mod	p53null 32C tox	B2AR arrestin ag	GALK inhibitor	NTMT1 inhibitor	p53null 39C kill	PTAP-TSG101 blk
9	Cc1ccccc1NC(=O)CN1C(=O)C2(SCC(=O)N2c2ccc(F)cc2)c2ccccc21 (stereo unspecified)	-4%	11%	-1%	-2%	9%	1%	-1%
10	Cc1ccc(NC(=O)Cn2cc(S(=O)(=O)N3CCCC3)c(S(=O)(=O)N3CCCC3)c2)cc1F	3%	5%	-1%	1%	13%	-27%	0%
11	COc1ccc(-c2csc(-c3c(N)c(C(=O)c4ccccc4)n4ccccc34)n2)cc1	1%	-1%	-3%	3%	12%	?	-1%
12	CCc1ccc(NC(=O)N2CCN(Cc3cc(=O)n4nc(-c5ccccc5OC)sc4n3)CC2)cc1	-9%	30%[activator]	0%	-1%	13%	-11%	-1%
13	COc1ccc(C)cc1NC(=O)CN1CCCN(S(=O)(=O)c2ccc(Br)cc2)CC1	-37%	.	1%	8%	18%	.	-6%
14	CCn1cc(C(=O)N2CCN(c3cccc(Cl)c3)CC2)c(=O)c2cc(S(=O)(=O)N3CCOCC3)ccc21	-4%	8%	0%	0%	12%	-13%	-11%
15	CCCN1CCCc2cc(CN(CCCN3CCOCC3)C(=O)Nc3ccc(Cl)c(Cl)c3)ccc21	?	13%	-2%	-1%	79µM*	-4%	-3%
16	COc1cc(C)ccc1OCCn1c(-c2ccc(Cl)cc2)nc2ccccc2c1=O	2%	-4%	0%	-9%	24%	-3%	-4%

(list continues)
cpd	Compound	FH mod	p53null 32C tox	B2AR arrestin ag	GALK inhibitor	NTMT1 inhibitor	p53null 39C kill	PTAP-TSG101 blk
17	COc1ccc(NC(=O)CCS(=O)(=O)c2cc3c4c(c2)CCN4C(=O)CC3)cc1OC	3%	0%	0%	-4%	-2%	-2%	-3%
18	CCCSc1ncc(Cl)c(C(=O)Nc2c(C(=O)Nc3ccc(OC)cc3)oc3ccccc23)n1	-4%	-7%	0%	8%	11%	-18%	-2%
19	CCOc1ccc(NC(=O)c2sc(-n3nc(C)c(Cc4ccc(Cl)cc4)c3C)nc2C)cc1	-9%	-5%	-3%	-9%	20%	12%	-2%
20	Cc1cccc(Nc2nc(-c3ccccc3)c3cc(C)ccc3n2)c1	-5%	6%	0%	0%	-6%	25%	-2%
21	COc1ccc(CCNC(=O)c2cnc3sc(N4CCCCCC4)nn3c2=O)cc1OC	1%	-3%	-1%	0%	-16%	11%	-2%
22	NC(=O)Cn1c(=O)n(-c2ccc(F)c(Cl)c2)c(=O)c2sc3ccccc3c21	-14%	-9%	1%	6%	-1%	-16%	0%
23	CCc1ccc(CNC(=O)c2cnc3sc(N4CCCCCC4)nn3c2=O)cc1	-2%	4%	-1%	1%	4%	12%	-3%
24	O=C(CSc1cn(CCNC(=O)c2ccccc2F)c2ccccc12)Nc1ccc(F)cc1	6%	.	1%	7%	3%	.	0%

Going on with the list:
cpd	Compound	FH mod	p53null 32C tox	B2AR arrestin ag	GALK inhibitor	NTMT1 inhibitor	p53null 39C kill	PTAP-TSG101 blk
25	CC(=O)N1CCOc2cc(S(=O)(=O)NCc3ccc(C)cc3)c(C)cc21	3%	22%	0%	3%	16%	1%	6%
26	Cc1ccc(CNC(=O)CSc2c(C)cnc3c2c(=O)n(C)c(=O)n3C)cc1	-3%	5%	-4%	1%	-1%	-13%	-8%
27	CCOc1ccccc1NC(=O)CSc1nnc(CC)c(CC)n1	-16%	5%	-1%	0%	-2%	-13%	0%
28	Cc1ccc(Cl)cc1Nc1nc2ccccc2n2c(C)nnc12	-4%	-5%	0%	-8%	?	-7%	-2%
29	Cc1c(C(=O)OCC2CCCCC2)[nH]c2c1C(=O)CC(c1ccc(F)cc1)C2 (stereo unspecified)	1%	-12%[9.22 µM]	0%	-1%	13%	14%	0%
30	CC(C)OC(=O)c1ccc(NC(=O)CSc2nc(-c3cccs3)cc(C(F)(F)F)n2)cc1	-22%	1%	1%	6%	-3%	9%	0%
31	CC(C)(C)OC(=O)N1CCC(c2c(C(=O)N3CCN(c4ccccc4F)CC3)cnn2C(C)(C)C)CC1	-1%	4%	1%	1%	11%	-11%	-2%
32	CCc1ccccc1NC(=O)c1cc(S(=O)(=O)NCCc2ccc(OC)c(OC)c2)ccc1F	?	3%	0%	-2%	0%	0%	0%

Other records follow.
cpd	Compound	FH mod	p53null 32C tox	B2AR arrestin ag	GALK inhibitor	NTMT1 inhibitor	p53null 39C kill	PTAP-TSG101 blk
33	Cc1cc(C)cc(NC(=O)C2CCCN(c3nnc(C)c4c(C)n(-c5ccccc5)nc34)C2)c1 (stereo unspecified)	-12%	-14%	0%	-1%	?	3%	2%
34	Cn1c(=O)oc2cc(S(=O)(=O)N3CCC(C(=O)NCc4ccccc4Cl)CC3)ccc21	2%	35%[activator]	1%	2%	6%	4%	2%
35	COc1cc2c(=O)n(Cc3ccccc3Cl)c(=O)n(CC(=O)Nc3ccc(C)c(C)c3)c2cc1OC	3%	0%	0%	4%	4%	19%	2%
36	CCC(C(=O)OCc1cc(=O)n2nc(CCOC)sc2n1)c1ccccc1 (stereo unspecified)	?	-1%	6%	1%	-9%	3%	2%
37	CCn1cc(S(=O)(=O)c2cccc(Cl)c2)c(=O)c2cc(F)c(N3CCN(c4ccccc4)CC3)cc21	-8%	3%	-1%	4%	12%	-6%	-3%
38	CC(Oc1ccc(F)cc1)C(=O)N1CCC(c2nc3ccccc3s2)CC1 (stereo unspecified)	-7%	-14%	-5%	-6%	17%	2%	1%
39	Cc1cc(F)ccc1NC(=O)CCS(=O)(=O)c1ccc2c(c1)NC(=O)CO2	-2%	1%	-1%	2%	18%	-23%	-1%
40	CCOC(=O)c1c(C)[nH]c(C)c1S(=O)(=O)N1CCCC(C(=O)NCc2cccc(OC)c2)C1 (stereo unspecified)	-3%	-1%	-1%	0%	12%	-18%	0%

The list goes on.
cpd	Compound	FH mod	p53null 32C tox	B2AR arrestin ag	GALK inhibitor	NTMT1 inhibitor	p53null 39C kill	PTAP-TSG101 blk
41	COc1ccc(N2CCN(C(=O)c3cc4c(s3)-c3ccccc3OC4)CC2)cc1	-11%	-6%	1%	0%	-10%	9%	1%
42	O=C(Cc1ccccc1)NC1CC(=O)N(c2ccccc2)C1 (stereo unspecified)	22%	-2%	-3%	-1%	8%	18%	-9%
43	COc1ccc(-n2nc(C(=O)Nc3ccc(Cl)cn3)c3c4ccccc4n(C)c3c2=O)cc1Cl	2%	8%	1%	-1%	6%	20%	-3%
44	COC(=O)c1ccc(C(=O)OC)c(NC(=O)c2c(-c3ccccc3)c(-c3ccccc3)nn(C)c2=O)c1	-13%	6%	-2%	-1%	-15%	0%	-2%
45	COc1ccc(-c2nc(CS(=O)(=O)CC(=O)NCc3ccccc3Br)c(C)o2)cc1	-29%	11%	0%	6%	-11%	-11%	-6%
46	Cc1ccccc1Cn1nnc2sc3c(c2c1=O)CCCC3	-25%	-2%	0%	0%	-1%	-2%	6%
47	CCN(CC)S(=O)(=O)c1ccc2c(c1)c(=O)c(C(=O)N1CCN(c3cccc(C)c3)C(C)C1)cn2C (stereo unspecified)	-26%	20%	-1%	8%	-9%	14%	-2%
48	Cc1cn2c(=O)c(S(=O)(=O)NCCc3ccc(Cl)cc3)c(C)nc2s1	0%	7%	0%	0%	6%	-25%	-5%

In the list so far, these contain two or more sulfur atoms.
cpd	Compound	FH mod	p53null 32C tox	B2AR arrestin ag	GALK inhibitor	NTMT1 inhibitor	p53null 39C kill	PTAP-TSG101 blk
5	CC1CCN(S(=O)(=O)c2nnc(NC(=O)c3cccc(Br)c3)s2)CC1	-7%	7%	0%	3%	34%[activator]	6%	2%
10	Cc1ccc(NC(=O)Cn2cc(S(=O)(=O)N3CCCC3)c(S(=O)(=O)N3CCCC3)c2)cc1F	3%	5%	-1%	1%	13%	-27%	0%
30	CC(C)OC(=O)c1ccc(NC(=O)CSc2nc(-c3cccs3)cc(C(F)(F)F)n2)cc1	-22%	1%	1%	6%	-3%	9%	0%
48	Cc1cn2c(=O)c(S(=O)(=O)NCCc3ccc(Cl)cc3)c(C)nc2s1	0%	7%	0%	0%	6%	-25%	-5%

Following part.
cpd	Compound	FH mod	p53null 32C tox	B2AR arrestin ag	GALK inhibitor	NTMT1 inhibitor	p53null 39C kill	PTAP-TSG101 blk
49	COc1cc(OC)cc(C(=O)Nc2ccc(S(=O)(=O)Nc3cc(C)nc(C)n3)cc2)c1	-5%	-1%	0%	-1%	15%	6%	-5%
50	COC(=O)C1=C(c2ccccc2)c2ccccc2S(=O)(=O)N1CC(=O)Nc1ccc(F)c(F)c1	?	-7%	1%	0%	-3%	28%	0%
51	COc1cccc(C(c2sc3nc(-c4ccco4)nn3c2O)N2CCC(O)CC2)c1 (stereo unspecified)	-23%	-17%	-2%	-1%	-18%	24%	0%
52	CCOc1ccc(-n2ccnc2SCC(=O)Nc2cccc3ccccc23)cc1	-11%	3%	-1%	-1%	13%	8%	0%

Bioassay records as filed in PubChem BioAssay.
